CHRM1 agonist: agonists of human M1 muscarinic receptor; activation, % at 3 µM; CHO-K1 hM1, Fluo-8 calcium fluorescence, agonist mode; 0% DMSO, 100% acetylcholine EC100; 360,000 tested, 0.33% active; P11229;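 active = activation above the run's mean compound activation plus 3 SD, cut at about 16% in these data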;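 note: peak over basal fluorescence ratio within a 140 s kinetic read after compound addition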
Target sequence (P11229 whole entry, looked up): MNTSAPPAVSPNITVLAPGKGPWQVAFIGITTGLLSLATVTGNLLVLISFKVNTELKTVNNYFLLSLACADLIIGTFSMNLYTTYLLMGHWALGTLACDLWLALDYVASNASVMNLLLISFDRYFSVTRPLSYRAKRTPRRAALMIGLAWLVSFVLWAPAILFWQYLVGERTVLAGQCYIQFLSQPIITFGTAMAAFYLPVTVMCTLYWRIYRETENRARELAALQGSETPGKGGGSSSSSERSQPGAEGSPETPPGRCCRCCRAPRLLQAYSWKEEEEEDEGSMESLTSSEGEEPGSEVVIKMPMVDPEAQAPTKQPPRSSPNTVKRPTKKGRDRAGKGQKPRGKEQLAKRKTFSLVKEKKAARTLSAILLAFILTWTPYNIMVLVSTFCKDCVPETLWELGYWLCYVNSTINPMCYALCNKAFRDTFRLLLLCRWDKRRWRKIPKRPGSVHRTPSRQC
M1 ag parental: counter-screen for M1 agonists: effect in parental CHO-K1 cells; Fluo-8 calcium fluorescence; scaled to maximal ATP response, vehicle zero; activation, % at 3 µM; 360,000 tested, 0.48% active; in the data active = activation above about 15%;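 note: untransfected CHO-K1 host cells lacking M1 receptor as counterscreen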
CHO-K1 Ca antag: counter-screen for M1 antagonists: effect in parental CHO-K1 cells | ATP-induced calcium, Fluo-8 fluorescence | inhibition, % at 3 µM | 360,000 tested, 0.6% active;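 active = inhibition above a per-plate cutoff, the plate's mean sample inhibition plus 3 SD, cut at about 24% in these data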;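 note: 0% = DMSO plus EC80 ATP and 100% = DMSO alone without ATP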
CHRM1 antagonist: blocks human M1 muscarinic receptor. CHO-K1 hM1, Fluo-8 calcium fluorescence, ACh EC80 antagonist. 360,000 tested, 1.3% active. inhibition, % at 3 µM;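 active = percent inhibition above its own plate's cutoff, namely the mean of that plate's compound wells plus 3 SD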;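 note: peak over basal fluorescence ratio during 140 s after agonist addition; 0% = ACh EC80 plus DMSO and 100% = DMSO alone without agonist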
CHO parental Ca: counter-screen: ATP calcium response change in parental CHO cells; parental CHO-K1, ATP-induced calcium, Fluo-8 fluorescence; inhibition, % at 5.6 µM; 330,000 tested, 0.63% active; AID 463079;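 active = inhibition above that plate's mean sample inhibition plus 3 SD, cut at about 26% in these data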;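 note: 0% = ATP-challenged DMSO wells and 100% = DMSO wells without ATP; some compounds past the cut are filed as inactive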
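Material: parental CHO cells / Compound: single nominal dose of 5.6 µM per compound / Signal: Fluo-8 fluorescence / Replicates: singlicate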
TAAR1 antag: antagonists of human TAAR1. AID 624466. inhibition, % at 3 µM. CHO RD-HGA16 TAAR1, Fluo-8 calcium fluorescence, antagonist. 360,000 tested, 1.5% active;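 active = inhibition above a per-plate cutoff, the mean inhibition of test compounds on that plate plus 3 SD, cut at about 49% in these data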;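 note: 0% = DMSO plus EC80 beta-PEA response and 100% = DMSO alone without agonist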
Target sequence (Q96RJ0 whole entry, looked up): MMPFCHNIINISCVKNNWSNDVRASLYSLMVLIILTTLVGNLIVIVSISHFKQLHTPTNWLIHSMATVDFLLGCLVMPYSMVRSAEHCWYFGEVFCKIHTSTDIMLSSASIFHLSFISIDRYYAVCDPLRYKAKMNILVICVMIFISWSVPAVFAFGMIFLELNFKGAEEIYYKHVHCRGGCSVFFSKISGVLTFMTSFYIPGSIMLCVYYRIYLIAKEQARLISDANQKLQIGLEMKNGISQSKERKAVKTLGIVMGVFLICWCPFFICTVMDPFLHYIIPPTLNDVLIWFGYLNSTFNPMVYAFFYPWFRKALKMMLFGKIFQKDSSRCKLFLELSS
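Assay system: RD-HGA16 CHO cells with stable hTAAR1 and Gα16 / Reagent: EC80 β-phenethylamine stimulus / Doses: 3 µM, single point / Timing: dye loading 75 min at 37 °C, then 30 min room temperature / Measured by: Fluo-8 intracellular calcium dye fluorescence, real-time kinetic reads / Controls: vehicle wells and EC80 agonist wells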
TAAR1 ag: agonists of human TAAR1. activation, % at 3 µM. 360,000 tested, 0.99% active. Q96RJ0. CHO RD-HGA16 TAAR1, Fluo-8 calcium fluorescence; vehicle wells 0%, saturating PEA agonist 100%;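 active = activation above the mean activation of all test compounds in the run plus 3 SD, cut at about 38% in these data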
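test system = CHO RD-HGA16 cells carrying human TAAR1 plus Gα16 | schedule = 17-24 h seeding, 75 min 37 °C dye, 30 min RT | compound dosing = 3 µM single concentration | control set = DMSO and PEA EC100 | replicates = n 1 | signal = Fluo-8 fluorescence, 5 s baseline then 140 s kinetic read | measure = percent activation vs PEA EC100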
OXTR potentiate: human OXTR potentiation. P30559. CHO-OTR cells, Fluo-8 calcium fluorescence, potentiator mode; 0% = oxytocin EC15, 100% = EC100. activation, % at 3 µM. 320,000 tested, 0.061% active. AID 2445;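 active = activation above that plate's cutoff, the mean activation of tested compounds plus 3 SD, cut at about 6.6% in these data, passing the limit was not always enough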;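 note: 100% uses oxytocin at 75 nM as the full agonist control; some results filed as inactive read as strong as hits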
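Replication – single well per compound, singlicate · Assay system – CHO cell line stably expressing human OTR · Timing – 6 min pre-incubation, 100 s read · Measure – normalized max/min fluorescence ratio, % activation · Doses – 3.0 µM, one dose · Detection – Fluo-8 calcium dye fluorescence · Probe or stimulus – oxytocin near EC15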
M1 PAM parental: counter-screen for M1 PAMs: effect in parental CHO-K1 cells | ATP EC20, Fluo-8 calcium fluorescence; 0% at ATP EC20, 100% at ATP max | activation, % at 3 µM | 360,000 tested, 0.02% active;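 active = activation above the run cutoff, the mean activation of all test compounds plus 3 SD, cut at about 40% in these data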;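 note: peak over basal fluorescence ratio in a 140 s read after ATP addition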
An asterisk follows results filed as active; . = no result given.

Start of the listing, in advance, 10 compounds:
SMILES | CHRM1 agonist | M1 ag parental | CHO-K1 Ca antag | CHRM1 antagonist | CHO parental Ca | TAAR1 antag | TAAR1 ag | OXTR potentiate | M1 PAM parental
CC(C)(C)c1ccc(OCC(O)CN2CCc3ccccc3C2)cc1 (stereo not given) | -6 | 3.3 | -6 | 9 | -22 | -29 | 13 | -6 | 20
O=C1Nc2ccccc2C1C(C[N+](=O)[O-])c1ccccn1 (stereo not given) | -6 | 0.2 | 4 | -8 | 3 | -10 | 0 | -8 | 6
COc1cccc(-c2nn(-c3ccccc3)cc2CNC(C)Cn2cncn2)c1 (stereo not given) | -10 | 1.2 | 10 | 0 | -19 | 5 | 6 | -13 | -7
Clc1ccccc1CSc1nnc(/C=C/c2ccccc2)o1 | -4 | 1.1 | -15 | 10 | -13 | -5 | 1 | -20 | 5
COCOCCn1cc(CN2CCS(=O)(=O)N(Cc3ccc(-c4ccccc4)cc3)C(C(C)C)C2=O)nn1 (stereo not given) | -3 | 0.3 | 11 | -6 | . | 4 | 4 | . | -11
Cc1cccc(NC(=O)c2sc3nc(N4CCOCC4)c4c(c3c2N)CCCC4)c1 | -1 | 0.5 | 6 | -2 | -17 | -1 | 3 | 0 | -8
O=C(OC1CCOC1=O)c1ccc(S(=O)(=O)N2CCCCCC2)cc1 (stereo not given) | -1 | -0.1 | 11 | -2 | -21 | -1 | 8 | -12 | 5
Cc1ccc(NC(=O)CCC(=O)NNC(=S)Nc2ccccc2)c(C)c1 | -4 | 0.1 | -12 | 9 | 0 | -15 | 2 | -7 | -8
O=C(OCC(=O)c1ccco1)c1ccc2ncsc2c1 | -4 | -0.1 | 7 | 4 | -8 | -14 | 4 | -18 | -1
CC(=O)Nc1cc(-c2cccc(F)c2)cn2c(-c3ccc(F)cc3)cnc12 | -1 | 0.0 | 0 | -4 | . | 56* | 5 | . | -3

The whole of this part (from the top)
SMILES | CHRM1 agonist | M1 ag parental | CHO-K1 Ca antag | CHRM1 antagonist | CHO parental Ca | TAAR1 antag | TAAR1 ag | OXTR potentiate | M1 PAM parental
CC(C)(C)c1ccc(OCC(O)CN2CCc3ccccc3C2)cc1 (stereo not given) | -6 | 3.3 | -6 | 9 | -22 | -29 | 13 | -6 | 20
O=C1Nc2ccccc2C1C(C[N+](=O)[O-])c1ccccn1 (stereo not given) | -6 | 0.2 | 4 | -8 | 3 | -10 | 0 | -8 | 6
COc1cccc(-c2nn(-c3ccccc3)cc2CNC(C)Cn2cncn2)c1 (stereo not given) | -10 | 1.2 | 10 | 0 | -19 | 5 | 6 | -13 | -7
Clc1ccccc1CSc1nnc(/C=C/c2ccccc2)o1 | -4 | 1.1 | -15 | 10 | -13 | -5 | 1 | -20 | 5
COCOCCn1cc(CN2CCS(=O)(=O)N(Cc3ccc(-c4ccccc4)cc3)C(C(C)C)C2=O)nn1 (stereo not given) | -3 | 0.3 | 11 | -6 | . | 4 | 4 | . | -11
Cc1cccc(NC(=O)c2sc3nc(N4CCOCC4)c4c(c3c2N)CCCC4)c1 | -1 | 0.5 | 6 | -2 | -17 | -1 | 3 | 0 | -8
O=C(OC1CCOC1=O)c1ccc(S(=O)(=O)N2CCCCCC2)cc1 (stereo not given) | -1 | -0.1 | 11 | -2 | -21 | -1 | 8 | -12 | 5
Cc1ccc(NC(=O)CCC(=O)NNC(=S)Nc2ccccc2)c(C)c1 | -4 | 0.1 | -12 | 9 | 0 | -15 | 2 | -7 | -8
O=C(OCC(=O)c1ccco1)c1ccc2ncsc2c1 | -4 | -0.1 | 7 | 4 | -8 | -14 | 4 | -18 | -1
CC(=O)Nc1cc(-c2cccc(F)c2)cn2c(-c3ccc(F)cc3)cnc12 | -1 | 0.0 | 0 | -4 | . | 56* | 5 | . | -3
Cc1ccc(CS(=O)(=O)c2nc3c(c(N(C)C)n2)CCCC3)cc1 | -1 | 0.0 | -2 | -13 | -13 | 5 | 5 | -5 | 10
Cc1cc(C)c2c(n1)sc1c(=O)n(Cc3ccccc3Cl)nnc12 | -2 | 0.3 | -5 | -4 | . | -3 | 9 | . | 16
CCc1ccc(NC(=O)CN(c2ccccc2)S(=O)(=O)N(C)C)cc1 | -4 | 0.7 | 5 | 0 | -13 | -3 | 0 | -6 | -4
COc1ccccc1Oc1ccc(S(=O)(=O)N2CCCCC2C)cc1 (stereo not given) | -3 | 0.2 | -7 | 2 | 20 | 1 | 0 | -13 | 7
CCn1ccc(C(=O)NCCCN2CCCC2=O)n1 | -3 | 0.3 | 5 | 18 | 2 | -21 | 0 | -3 | -12
Cc1csc(NC(=O)c2ccc(OCC3CCCO3)cc2)n1 (stereo not given) | -1 | 11 | 0 | 21 | 3 | -21 | 10 | -7 | 5
Cc1cc(C)cc(-n2ccn(CC(=O)NCCc3ccccc3)c(=O)c2=O)c1 | -1 | -0.1 | -18 | -13 | -9 | 4 | 2 | -4 | 12
c1ccc2cc(OCc3nc4ccccc4[nH]3)ccc2c1 | -3 | 2.7 | -6 | 2 | -19 | 3 | 18 | -6 | -9
O=C(NN1C(=O)NC2(CCCCC2)C1=O)c1cc(F)cc(F)c1 | -4 | 0.2 | -15 | -7 | -13 | 2 | 3 | 1 | 14
COC(=O)C1=C(C)N(CCc2c[nH]c3ccccc23)C(=O)/C1=C\N(C)C | -2 | 0.7 | 6 | -3 | -1 | 10 | 3 | -5 | 8
COCCNC(=O)/C(C#N)=C1\N=C(NC(=O)c2cccs2)c2ccccc21 | -2 | 0.6 | -10 | -3 | -7 | -5 | 0 | 8 | 4
CC(C)[C@H](NC(=O)c1ccc([N+](=O)[O-])cc1Cl)C(=O)N1CCN(C/C=C/c2ccccc2)CC1 | -6 | -0.3 | -25 | -2 | -4 | -7 | -2 | -4 | 16
O=C(CC1SC(=Nc2ccccc2)N(Cc2ccccn2)C1=O)Nc1cccc(Cl)c1 (stereo not given) | -1 | 1.2 | 10 | -1 | -14 | 24 | 2 | -14 | 13
Cc1ccc(CN2CCC(n3nccc3NC(=O)C3CCOC3)CC2)cc1C (stereo not given) | -4 | 1.1 | -7 | -15 | -7 | -10 | 0 | 1 | -8
CCC(=O)N(Cc1cc2cccc(C)c2[nH]c1=O)c1ccccc1OC | -1 | 6.1 | -11 | -1 | -6 | 2 | 13 | -3 | 7
C=CCn1c(=O)/c(=C/c2ccsc2)s/c1=C(\C#N)C(=O)NCCN1CCOCC1 | -4 | 0.3 | -5 | -26 | . | 13 | 3 | . | -3
Cc1ccc(NS(=O)(=O)c2cc(C(=O)NCCCN(C)C)ccc2Cl)cc1Cl | -7 | 1.2 | 7 | -1 | . | -1 | 1 | . | 2
CNS(=O)(=O)c1cccc2nsnc12 | -5 | -0.1 | 6 | -9 | -5 | -1 | 0 | 0 | 7
CSc1ncc(Cl)c(C(=O)Nc2cc(C)ccc2C)n1 | -1 | 1.3 | -14 | -20 | -7 | 0 | -3 | -11 | 18
O=C(Nc1ccc(Nc2ccccc2)cc1)c1c(Cl)cccc1Cl | -1 | 4.5 | -19 | 7 | -16 | 30 | -1 | -12 | 8
Cn1c(C2CCCCC2)nc2c1c(=O)[nH]c(=O)n2Cc1ccccc1 | -9 | -0.5 | 0 | -1 | -28 | -15 | 0 | -3 | 8
CC(=O)NS(=O)(=O)c1ccc(NC(=S)NC(=O)c2ccco2)cc1 | -5 | 0.4 | -9 | -7 | -7 | 6 | 9 | -10 | 21
O=C(NNc1cccc(Cl)n1)c1c(Cl)cccc1Cl | -5 | 0.2 | 3 | -10 | -6 | 10 | 3 | 2 | 10
CCOC(=O)C1CCN(C(=O)COC(=O)CNS(=O)(=O)c2ccc(SC)c([N+](=O)[O-])c2)CC1 | -4 | 2.1 | 1 | -13 | . | -6 | 2 | . | 9
Nc1ncnc2c1ncn2C1CCC(CO)C(O)C1 (stereo not given) | 1 | 0.0 | -6 | -10 | -9 | -15 | 0 | -6 | -6
Cc1ccc(C(=O)c2c(NC(=O)c3ccccc3C)sc(C)c2C)cc1 | -4 | 0.4 | -5 | 14 | -21 | -16 | 8 | -12 | 18
COc1ccccc1N1C(=O)CC(N2CCc3ccccc32)C1=O (stereo not given) | -3 | 0.4 | -8 | -4 | -22 | -2 | 20 | -6 | 12
O=C(O)c1cc(-c2ccccc2Cl)n(-c2cccc(Cl)c2)n1 | -3 | -0.3 | -12 | -9 | -8 | -8 | 1 | -9 | -8
O=C1N/C(=C/c2ccc(Br)cc2)C(O)=C1C=NCc1ccccc1 | -5 | 0.3 | -1 | 13 | -11 | 105* | 0 | -5 | 10
COC(=O)c1cc(-c2ccc(Br)cc2)c2c(=O)[nH]c(=O)n(C)c2n1 | 3 | -0.2 | 3 | -1 | -6 | -29 | -1 | -10 | -6
CCOC(=O)N1CCN(C(=O)c2c(Cl)cnn2C)CC1 | -2 | 0.5 | -10 | 0 | . | -30 | 2 | . | -5
Cc1ccc(N(CC(=O)Nc2ccc3c(c2)OCCO3)S(C)(=O)=O)cc1 | -8 | 1.4 | -12 | 1 | -20 | -4 | 8 | -6 | 31
CCOC(=O)NC(=O)CSc1nc(C)cc(C(F)(F)F)c1C#N | 5 | 1.2 | -4 | -11 | -8 | 1 | 3 | -1 | 13
O=C(COc1ccc(Cl)cc1)Nc1nc(-c2ccncc2)cs1 | -1 | 4.9 | -2 | -10 | -6 | 27 | 12 | -15 | 0
O=C(NCCc1cn2ccccc2n1)c1ccccc1F | -3 | 0.3 | -9 | -14 | -1 | 8 | 0 | 1 | 18
CC(=O)CCc1ccc(OC(=O)c2cccnc2)cc1 | -3 | 0.3 | 3 | -18 | -9 | -9 | 8 | -2 | 2
CCOc1ccccc1N(CC(=O)NCCSCc1ccco1)S(=O)(=O)c1ccccc1 | -3 | 3.4 | 0 | 21 | -21 | 50* | 0 | -5 | -7
O=C(O)c1ccc(-n2ccnc2)c([N+](=O)[O-])c1 | -6 | 0.0 | -3 | -5 | 6 | -3 | 2 | -5 | -5
COc1ccccc1N(CC(=O)Nc1ccccc1C(=O)NC(C)C)S(C)(=O)=O | -1 | 0.1 | -2 | -4 | -2 | -14 | 5 | -16 | 4
COC(=O)c1c(NC(=O)COC(=O)c2ccc(Cl)cc2[N+](=O)[O-])sc2c1CCCCC2 | -8 | 0.2 | 3 | 1 | -9 | -5 | -2 | 0 | 6
CC(C)NC(=O)c1csc([C@@H]2O[C@H](CO)[C@H](O)[C@H](O)[C@H]2O)n1 | 12 | 0.1 | 0 | 1 | . | 6 | 0 | . | -1

Compound activity: PubChem BioAssay, The Scripps Research Institute Molecular Screening Center
